# M. tuberculosis GlmU – inhibition of mycobacterial GlmU enzyme – biochemical, glucosamine-1-phosphate acetyltransferase (AID 1376); M. tuberculosis GlmU acetyltransferase enzyme assay; higher % means a stronger effect; inhibition, %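 (tested at 30 µM in the primary screen)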; hits with a dose series show IC50 in µM; 220,000 compounds, 0.25% hits; in the data active = inhibition above about 13%;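 also: 0% = complete reaction with vehicle and 100% = reaction without substrate; strong numbers were not always called active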
# RmlCD inh 1536 – blocks M. tuberculosis RmlC and RmlD coupled enzymes. 160,000 compounds, 0.03% hits. P9WH09+P9WH11. inhibition, % at 3.6 µM. RmlC+RmlD coupled enzyme assay, percent inhibition; primary screen in compound mixtures; in the data active = inhibition mostly above about 34%, no sharp cut-off; also: some results filed as inactive read as strong as hits
# Target sequence (P9WH09 whole entry, looked up): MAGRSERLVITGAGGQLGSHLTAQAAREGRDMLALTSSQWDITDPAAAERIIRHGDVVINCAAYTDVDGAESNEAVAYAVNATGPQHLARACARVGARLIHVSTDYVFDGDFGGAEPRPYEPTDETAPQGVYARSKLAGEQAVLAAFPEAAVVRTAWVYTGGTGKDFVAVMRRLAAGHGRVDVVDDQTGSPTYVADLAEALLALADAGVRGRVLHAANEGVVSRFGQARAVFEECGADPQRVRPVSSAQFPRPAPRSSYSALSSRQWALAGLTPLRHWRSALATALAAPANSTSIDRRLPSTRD
# Target sequence (P9WH11 whole entry, looked up): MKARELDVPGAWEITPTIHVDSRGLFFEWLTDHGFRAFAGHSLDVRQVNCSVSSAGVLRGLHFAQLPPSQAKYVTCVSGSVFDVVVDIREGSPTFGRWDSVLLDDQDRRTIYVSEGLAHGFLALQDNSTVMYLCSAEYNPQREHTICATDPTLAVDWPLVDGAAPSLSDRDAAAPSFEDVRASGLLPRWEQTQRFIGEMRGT
# * = called active by the depositor; x = no result given. An excerpt; the hit share may differ from the screen's.
SMILES,M. tuberculosis GlmU,RmlCD inh 1536
O=C(Nc1ccc(NC(=O)c2cccs2)cc1Cl)c1ccco1,2.5%,-13
CCN1C/C(=C/c2sccc2C)c2nc3ccccc3c(C(=O)O)c2C1,-7.6%,x
O=C1COc2ccc(C(=O)COC(=O)/C=C/c3cccc(F)c3)cc2N1,0.9%,0
O=c1c2cc(NC(=S)N3CCCC3)ccc2nc2n1CCCCC2,4.2%,8
OCCNCc1cc(Br)ccc1OCc1ccccc1,-6.2%,4
COC(=O)C(NC(=O)C(CC(C)C)NC(=O)C1CCC(C)CC1)C(C)C (stereo not drawn),4.2%,-9
CCSC1=NN1c1cc(C)nc(N)n1,1.7%,8
COC(=O)c1c(C)oc2ccc(N(C(=O)Oc3ccccc3)S(=O)(=O)c3ccccc3)cc12,1.9%,x
NS(=O)(=O)c1ccc(CNC(=O)c2cc(-c3cccs3)nc3ccccc23)cc1,8.9%,x
CCOC(=O)C1=NN(c2ccc(Cl)cc2)/C(=C/C2=NCCc3cc(OC)c(OC)cc32)S1,x,7
Cc1ccc(/C(=N/Nc2nc3ccccc3s2)C2=C(O)c3ccccc3C2=O)cc1,-1.7%,6
COC(=O)/C=C1/N/C(=N\c2nc(C)cc(C)n2)N(c2ccc(Cl)cc2)C1=O,0.0%,20
CN(CCCNC(=O)c1cn(C)c2ccc(S(=O)(=O)N(C)C)cc2c1=O)c1ccccc1,2.2%,5
COc1ccc(N2CCN(C(=O)c3ccc(N(C)S(=O)(=O)c4ccc(C)cc4)cc3)CC2)cc1,5.8%,x
Cc1noc(C)c1CSc1ccccc1C(=O)N1CCN(c2ccccc2)CC1,2.0%,x
CN(C)S(=O)(=O)c1cccc(C(=O)N2CCc3ccccc32)c1,1.5%,6
Cc1cc(NC(=O)COC(=O)[C@H](Cc2c[nH]c3ccccc23)NC(=O)c2ccc(F)cc2)no1,-3.1%,x
CONC(=O)Nc1ccccc1[N+](=O)[O-],-0.3%,-9
COc1cccc(C(=O)NN2C(=S)N(c3ccccc3)C(=O)C2CC(N)=O)c1 (stereo not drawn),2.4%,-2
CCOC(=O)C1CCCN(C(=O)c2cn(CC)c3ccc(S(=O)(=O)N4CCCC4)cc3c2=O)C1 (stereo not drawn),-4.1%,7
CCOc1ccc2nc(NCCCNC(=O)c3cc(OC)c(OC)c(OC)c3)c(C#N)cc2c1,-4.0%,1
COc1ccc(N(C(=O)c2cccc([N+](=O)[O-])c2)S(=O)(=O)c2ccc3c(c2)n(C)c(=O)n3C)cc1,-3.3%,4
CS(=O)(=O)c1ccc(S(=O)CC(=O)Oc2ccc(Cl)cc2)c([N+](=O)[O-])c1 (stereo not drawn),-0.3%,0
O=C(O/N=C\c1ccc(N2CCCCC2)c([N+](=O)[O-])c1)c1cccc(C(F)(F)F)c1,-2.9%,2
Cc1cccc(-c2c(O)cc(=O)[nH]c2Cl)c1,x,-4
O=c1/c(=C\c2ccc3c(c2)OCO3)sc2n1CCCN=2,-0.1%,6
O=C(CSc1ncnc2scc(-c3ccc(Cl)cc3)c12)NCc1ccc2c(c1)OCO2,-3.1%,9
CC(=O)Nc1cccc(NC(=O)CSc2ncc(-c3ccc(Cl)cc3)n2Cc2ccco2)c1,-6.4%,x
CCCCNC(=O)N1CCOCCOCCN(C(=O)NCCCC)CCOCC1,-4.3%,x
Cn1cccc1C(=O)OCC(=O)c1cc2ccccc2o1,0.2%,x
Cc1cc(C)cc(-n2c(C)cc(C(=S)N3CCOCC3)c2C)c1,-0.8%,x
O=C(CC1Oc2ccccc2NC1=O)NCCc1ccccc1 (stereo not drawn),-3.0%,-9
COc1ccc(-c2nnc(SCC(=O)Nc3sc4c(c3C#N)CCC4)n2CC2CCCO2)cc1 (stereo not drawn),1.8%,-10
CC1CC(C)CN(C(=O)C(C)N(C)CC(=O)Nc2ccc(Cl)cc2)C1 (stereo not drawn),-9.8%,x
Fc1ccccc1OCCSc1nnnn1-c1ccccc1,2.8%,4
O=C(CCC1N=C2c3ccccc3N=C(SCc3ccccc3Cl)N2C1=O)NCc1ccco1 (stereo not drawn),0.2%,19
Cc1nc2sc(C(=O)OC(C)C)c(N)c2c(C)c1C,-0.9%,2
Cc1cc(C(=O)N2CCCCCC2)cs1,6.0%,-2
Cc1ccc(S(=O)(=O)N2CCOC2CNC(=O)C(=O)NCc2ccco2)cc1 (stereo not drawn),-3.7%,x
Cc1ccc(C2=N/C(=C\N(C)C)C(=O)O2)cc1,1.4%,-10
CN(C)c1cccc2c1c(NC(=O)Nc1ccc(Cl)cc1Cl)nn2C,1.0%,x
CCOC(=O)N1CCC(N2C(=O)c3ccccc3C2Nc2ccccc2)CC1 (stereo not drawn),2.4%,4
CCC(=O)Nc1nonc1-c1nc2ccccc2n1Cc1ccccc1,-0.4%,-6
COc1ccccc1-c1cn(S(=O)(=O)c2ccc(C)cc2)nc1N,0.6%,x
COc1ccc(CCNC(=O)C2CC(c3ccccc3[N+](=O)[O-])=NO2)cc1 (stereo not drawn),3.8%,-2
CCc1ccccc1S(=O)(=O)Cc1ccc(C(=O)NCc2ccc3c(c2)OCO3)o1,-4.5%,-6
O=C1CCCC(=O)N1c1ccc(NCCOCCO)c([N+](=O)[O-])c1,-5.7%,-9
CN(C)c1ccc(/C=N/NC(=O)CCC(=O)NCc2ccccc2)cc1,-2.5%,-10
COc1ccc(N2CCN(C(CNC(=O)Oc3ccccc3)c3cccnc3)CC2)cc1 (stereo not drawn),1.7%,-5
O=C(CN(Cc1ccc(F)cc1)C(=O)Cn1nnc2ccccc21)NCC1CCCO1 (stereo not drawn),2.5%,13
CC1(C)[C@@H](O)CC[C@]2(C)C3C(O)C=C4[C@H]5C[C@@](C)(C(=O)O)CC[C@]5(C)CC[C@]4(C)[C@]3(C)CC[C@@H]12 (stereo partly drawn),5.2%,x
CN(C)C=Nc1nonc1-c1ccc(Cl)cc1,-0.2%,4
CCCCCn1c(=O)c(C(=O)NCc2ccncc2)c(O)c2ccccc21,-0.1%,x
CC(C)=NNc1nc2sc3c(c2c(=O)[nH]1)CC(C)(C)OC3,-1.6%,4
Cc1nn(-c2ccccc2)c(Cl)c1C(=O)OC(C)C(=O)NC(=O)NC1CCCCC1 (stereo not drawn),2.3%,x
COC(Cc1n[nH]c(=S)n1-c1ccccc1)OC,3.5%,-7
CCn1c(-c2ccccc2Cl)nn(CC(=O)Nc2ccc(OC)cc2)c1=S,-0.3%,-1
Cc1nc(N)ncc1Sc1ccccc1,4.8%,4
CC(NC(=O)CSc1nnc(-c2cc3cc(Cl)ccc3o2)n1C)c1ccccc1 (stereo not drawn),1.1%,x
Oc1ccccc1CNCc1ccccc1,-4.6%,8

# Continuation:
SMILES,M. tuberculosis GlmU,RmlCD inh 1536
Cc1cc(C)c2c(=O)[nH]c(SCC(=O)N3CCOCC3)nc2n1,1.6%,7
Cc1cc(C)nc(N/N=C/c2ccc(N3CCOCC3)cc2)n1,2.5%,10
c1ccc(-c2oc3ncnc(NCCCn4ccnc4)c3c2-c2ccccc2)cc1,-6.5%,x
O=C(C1CCN(S(=O)(=O)N2CCCCC2)CC1)N1CCCCC1,1.4%,x
CCN(CC)P(=O)(/C(Cl)=C\Nc1c(C)n(C)n(-c2ccccc2)c1=O)N(CC)CC,2.5%,x
C/C(CC(=O)c1ccccc1)=N\NC(=O)CC#N,-1.0%,-8
O=S(=O)(Nc1nccs1)c1ccc(Br)cc1,1.1%,3
COCCCNC(=O)CCCC(=O)NCCCOC,2.2%,-10
Cc1cc(C(=O)NNc2ccc(F)cc2)no1,x,-6
CC(C)(C)c1nc2c(s1)CCc1onc(-c3ccc(Br)cc3)c1-2,-1.8%,x
CCOC(=O)CNS(=O)(=O)c1cc(-c2nnc(Nc3ccc4c(c3)OCO4)c3ccccc23)ccc1C,4.9%,11
CCC(=O)Nc1ccc2c(c1)OCCO2,1.3%,24
C=CCc1cc(C=C2C(=O)NC(=O)NC2=O)cc(OC)c1OCc1ccc(C(=O)O)cc1,4.0%,9
CCOc1cc(/C=N/NC(=O)c2cc(-c3cccnc3)nc3ccccc23)ccc1O,0.4%,3
CC(C(=O)NC(C)(C)C)N1C(=O)c2cccc3cccc(c23)C1=O (stereo not drawn),-3.2%,-9
CC(Oc1ccccc1)c1ccnn1S(C)(=O)=O (stereo not drawn),4.4%,0
O=C1CN(c2ccccc2F)C(=O)CN1c1ccccc1F,-0.1%,-10
O=C(CNC(=O)COc1ccccc1)NCCc1ccccn1,0.3%,-11
CCOC(=O)c1c(OCCO)noc1N,1.6%,-13
CCN1CCN(Cc2coc3ccc(C)cc3c2=O)CC1,-3.1%,x
O=C1CCCN1c1ccc(S(=O)(=O)NCCc2ccc(Cl)cc2)cc1,3.2%,x
COC(=O)c1ccc(NCCC(=O)O)cc1,-5.1%,5
O=C(CCN1CCc2ccccc2C1)c1ccc2c(c1)OCCO2,-4.1%,-5
COC(=O)[C@H](Cc1ccccc1)NC(=O)NCCc1ccc(S(N)(=O)=O)cc1,-0.8%,14
O=C(O)c1cc(-c2cccs2)[nH]n1,-4.6%,11
O=S(=O)(c1cccc2nsnc12)N1CCc2ccccc2C1,-4.2%,-9
Cc1cc(C)cc(NS(=O)(=O)c2ccc(Oc3ncc(C(F)(F)F)cc3Cl)cc2)c1,2.3%,x
COc1cc2c(cc1OC)C(NC(=O)C(F)(F)F)C/C2=N\O (stereo not drawn),5.3%,0
CC(C)c1ccc(C2NC(=O)CCC2[N+](=O)[O-])cc1 (stereo not drawn),-2.9%,5
Cc1onc(-c2c(F)cccc2Cl)c1C(=O)OCC(=O)NC(c1ccccc1)c1ccccc1,3.6%,x
C=CCN1C(=O)C(O)(CC(=O)c2ccc(OC)cc2OC)c2cc(Br)ccc21 (stereo not drawn),1.2%,x
Cc1ccc(S(=O)(=O)n2c(=O)oc3ccccc32)cc1,2.2%,-2
Cc1ccccc1NC(=O)c1sc(Cl)nc1-c1ccccc1,-2.8%,x
O=C1N(c2ccccc2)C2CS(=O)(=O)CC2N1c1ccc(Br)cc1 (stereo not drawn),-0.6%,x
CCOC(=O)C(NC(=O)c1ccccc1Cl)(Nc1ccc(C(F)(F)F)cc1)C(F)(F)F (stereo not drawn),-4.1%,8
Cc1ccc(C2SCCN2C(=O)c2ccc([N+](=O)[O-])cc2)cc1 (stereo not drawn),0.0%,5
Cc1cccc(S(=O)(=O)C(C#N)c2nc3ccccc3nc2N2CCCC2)c1 (stereo not drawn),1.5%,7
COCCn1c(=NC(=O)c2ccc3c(c2)OCCO3)sc2cc(S(N)(=O)=O)ccc21,-2.6%,x
CC(=O)c1cccc(NC(=S)NCCC2=CCCCC2)c1,1.0%,-6
CCOC(=O)C1=NNC2(c3ccc(Cl)cc3)C(=O)N(c3ccc(C)cc3)C(=O)C12 (stereo not drawn),-2.5%,-11
O=C(NC1CCCCCC1)C1c2ccccc2C(=O)N1Cc1cccnc1 (stereo not drawn),-0.6%,-10
COc1ccc(CNC(=O)c2cccnc2Sc2ccc(C)c(C)c2)cc1,5.0%,x
CCOc1ccc(-n2cnc3c(=O)[nH]c(N)nc32)cc1,-1.6%,-6
COc1ccc(C(=O)Nc2ccccc2C(=O)NC(C(=O)NCc2ccco2)C(C)C)cc1 (stereo not drawn),6.3%,-4
CCCC1(CCC)NC(=O)N(CC(=O)c2cc(C)n(-c3ccc4c(c3)OCO4)c2C)C1=O,-4.6%,0
Cc1cc(CNC(=O)COc2ccc([N+](=O)[O-])cc2)c2ccccc2n1,1.8%,-10
O=C(O)C1CC(=O)N(Cc2cccnc2)C1 (stereo not drawn),-4.2%,x
COC(=O)c1[nH]c2ccccc2c1NC(=O)CCN1CCN(C2CCCCC2)CC1,-2.2%,-11
CC(C)Oc1ccccc1OCCCCn1cnc2ccccc2c1=O,0.6%,1
CCCOc1ccc(OC(=O)c2ccc(Br)o2)cc1,0.8%,x
Cc1ccccc1-c1nc(CN2CCC(C(=O)NC3CCN(Cc4ccccc4)CC3)CC2)c(C)o1,-8.3%,x
Cc1sc(NC(=O)CN(Cc2ccc(F)cc2)C(=O)C(C)(C)C)c(C(N)=O)c1C,1.8%,-3
Cc1cccc(N2C(=O)NC(=O)/C(=C\c3ccc(N4CCOCC4)cc3)C2=O)c1,0.2%,8
CN(C)c1ccc(C(=O)OCC(=O)NCCC2=CCCCC2)cc1,0.0%,-13

# Ordered by molecular weight (falling): 15 of the compounds above
SMILES,M. tuberculosis GlmU,RmlCD inh 1536
Cc1ccccc1-c1nc(CN2CCC(C(=O)NC3CCN(Cc4ccccc4)CC3)CC2)c(C)o1,-8.3%,x
COc1ccc(C(=O)Nc2ccccc2C(=O)NC(C(=O)NCc2ccco2)C(C)C)cc1 (stereo not drawn),6.3%,-4
CCCC1(CCC)NC(=O)N(CC(=O)c2cc(C)n(-c3ccc4c(c3)OCO4)c2C)C1=O,-4.6%,0
Cc1sc(NC(=O)CN(Cc2ccc(F)cc2)C(=O)C(C)(C)C)c(C(N)=O)c1C,1.8%,-3
COC(=O)c1[nH]c2ccccc2c1NC(=O)CCN1CCN(C2CCCCC2)CC1,-2.2%,-11
Cc1cccc(S(=O)(=O)C(C#N)c2nc3ccccc3nc2N2CCCC2)c1 (stereo not drawn),1.5%,7
Cc1cccc(N2C(=O)NC(=O)/C(=C\c3ccc(N4CCOCC4)cc3)C2=O)c1,0.2%,8
COc1ccc(CNC(=O)c2cccnc2Sc2ccc(C)c(C)c2)cc1,5.0%,x
O=C(NC1CCCCCC1)C1c2ccccc2C(=O)N1Cc1cccnc1 (stereo not drawn),-0.6%,-10
CC(C)Oc1ccccc1OCCCCn1cnc2ccccc2c1=O,0.6%,1
Cc1cc(CNC(=O)COc2ccc([N+](=O)[O-])cc2)c2ccccc2n1,1.8%,-10
CN(C)c1ccc(C(=O)OCC(=O)NCCC2=CCCCC2)cc1,0.0%,-13
CCCOc1ccc(OC(=O)c2ccc(Br)o2)cc1,0.8%,x
CC(=O)c1cccc(NC(=S)NCCC2=CCCCC2)c1,1.0%,-6
O=C(O)C1CC(=O)N(Cc2cccnc2)C1 (stereo not drawn),-4.2%,x

# From PubChem
